HMGR II inh: inhibitors of E. faecalis class II HMGR, primary screen, biochemical, Enterococcus faecalis; 190,000 tested, 0.41% active; inhibition, % at 10 µM; purified E. faecalis HMGR, NADPH absorbance 340 nm kinetic; HMG-CoA reductase (Enterococcus faecalis, mvaE);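 active means inhibition above a set limit, the median over all tested compounds plus 3 SD, cut at about 9.5% in these data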;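 further: enzyme runs in reverse so mevalonate oxidation gives rising NADPH absorbance; 0% = complete reaction with DMSO and 100% = background rate lacking mevalonate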
FLuc act counter: FLuc activators, initial screening, artefact control for FLuc-dependent activation tests, biochemical, ATPlite luminescence; Luciferin 4-monooxygenase (Photinus pyralis), P08659; 200,000 tested, under 10 active; ATPlite luciferase biochemical, 10 min; 0 = ATP-free wells, 1 = DMSO control; AID 1027, 2008; activation factor at 10 µM;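 active means luciferase activation factor, scaled between plate controls, of at least 2 with compound at 10 µM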
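Assay system – cell-free luciferase reagent · Medium – PBS-based ATP solution · Dosing – test compounds dosed from 2 mM stocks in 100% DMSO · Timing – 10 min, room temperature · Technique – light output (luminescence) · Measure – luminescence gain marking luciferase activators · Controls – No-ATP low control, compound-free enzyme-plus-ATP high control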
PMI act satM6P: human PMI activators, high substrate, primary screen, biochemical, fluorescence intensity, near-saturating mannose 6-phosphate; Mannose-6-phosphate isomerase (Homo sapiens), P34949; coupled PMI enzyme assay, resazurin fluorescence, 20 min; stronger effect = higher value; 1 = untreated enzyme, 0 = substrate-free blank; activation factor at 20 µM; 190,000 tested, 0.34% active;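 active means activation factor of 2 or more at 20 µM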
Target sequence (P34949 whole entry, looked up): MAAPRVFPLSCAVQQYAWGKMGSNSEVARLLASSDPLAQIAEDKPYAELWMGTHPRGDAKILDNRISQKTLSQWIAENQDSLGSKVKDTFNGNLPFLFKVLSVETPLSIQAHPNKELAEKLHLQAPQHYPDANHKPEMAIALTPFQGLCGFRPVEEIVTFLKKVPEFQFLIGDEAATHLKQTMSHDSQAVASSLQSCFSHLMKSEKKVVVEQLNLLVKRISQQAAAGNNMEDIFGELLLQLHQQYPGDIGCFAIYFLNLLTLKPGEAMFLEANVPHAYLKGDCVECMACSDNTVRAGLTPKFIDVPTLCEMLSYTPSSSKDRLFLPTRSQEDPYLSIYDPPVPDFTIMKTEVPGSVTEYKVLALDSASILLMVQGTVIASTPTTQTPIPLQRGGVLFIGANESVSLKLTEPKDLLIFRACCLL
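assay system = human phosphomannose isomerase with PGI, G6PDH, diaphorase coupling enzymes | quantity = 15 ng/mL PMI | incubation = enzyme reaction with compound 20 min at room temperature | medium = HEPES pH 7.4 buffer with MgCl2 and Tween-20 | compound dosing = one concentration, 20 µM, in 1% DMSO | measured by = Diaphorase-driven resazurin-to-resorufin fluorescence, excitation 544, emission 590 nm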
G6PDH CS: L. mesenteroides G6PDH inhibitors, counter-screen for G6PDH-coupled screening assays, biochemical, Leuconostoc mesenteroides enzyme; inhibition, % at 5 µM; glucose-6-phosphate dehydrogenase [Leuconostoc mesenteroides]; AID 1020, 2008; 200,000 tested, 0.12% active; Purified L. mesenteroides G6PDH, diaphorase/resazurin coupled fluorescence, 45 min; in the data active means inhibition above about 50%
TNAP inh noacc: human TNAP enzyme inhibitors, primary screen, biochemical, luminescent, no phosphate acceptor, uHTS. AID 1012, 2008. inhibition, % at 20 µM. 200,000 tested, 0.26% active. purified TNAP, CDP-star luminescence, 30 min;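 active means tissue-nonspecific alkaline phosphatase inhibition above about 50% at 20 µM in the single-dose screen, limit read from the data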;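 further: 0% = DMSO negative control and 100% = EDTA positive control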
Target sequence (P05186 whole entry, looked up): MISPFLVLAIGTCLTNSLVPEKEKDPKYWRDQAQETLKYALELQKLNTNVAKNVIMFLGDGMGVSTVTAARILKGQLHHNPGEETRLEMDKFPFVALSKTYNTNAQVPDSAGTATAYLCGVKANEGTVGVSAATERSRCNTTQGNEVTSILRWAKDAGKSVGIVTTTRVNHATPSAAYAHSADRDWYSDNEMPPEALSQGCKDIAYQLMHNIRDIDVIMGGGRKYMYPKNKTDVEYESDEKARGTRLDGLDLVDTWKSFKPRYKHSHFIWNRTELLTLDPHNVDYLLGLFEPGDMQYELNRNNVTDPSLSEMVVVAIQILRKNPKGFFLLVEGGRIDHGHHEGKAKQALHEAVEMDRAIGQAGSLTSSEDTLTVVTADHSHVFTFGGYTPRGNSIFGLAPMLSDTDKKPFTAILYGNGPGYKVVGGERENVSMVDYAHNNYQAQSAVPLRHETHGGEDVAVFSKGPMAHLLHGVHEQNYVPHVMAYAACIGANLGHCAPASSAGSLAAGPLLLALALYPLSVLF
TNAP act hi DEA: TNAP activators at high phosphate acceptor level, primary screen, biochemical, luminescence, uHTS | Alkaline phosphatase, tissue-nonspecific isozyme (Homo sapiens), P05186 | purified TNAP, CDP-star luminescence, 1 M DEA, 30 min; stronger effect = higher value; 0 = EDTA background, 1 = DMSO-only activity | activation factor at 20 µM | 200,000 tested, under 10 active | AID 1136, 2008;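 active means activation factor at least 2 at 20 µM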
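Assay system: human TNAP; Input: enzyme diluted 1/800 final; Reagent: CDP-star luminogenic substrate at 100 µM final; Timing: 30 min, room temperature; Signal: luminescence; Evaluation: TNAP activation factor scaled between EDTA and DMSO control wells.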
Diaphorase inh: diaphorase inhibitors and chemical oxidizers, primary screen, counter-screen for diaphorase-coupled primary assays, biochemical, uHTS, resorufin fluorescence; diaphorase resazurin-to-resorufin fluorescence, NADH, 16 min; bacterial (C. kluyveri) enzyme, not human; inhibition, % at 20 µM; 190,000 tested, 0.69% active; AID 1217, 2008;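 active means primary screen inhibition at 20 µM above a set limit, cut at about 50% in these data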;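 further: plate controls were DMSO with full reaction for no effect and wells lacking NADH for full effect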
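Benchmarks: positive control wells lacking NADH, neutral wells with DMSO only. System: bacterial diaphorase enzyme (C. kluyveri). Input: 0.14 U/mL diaphorase, enzyme working solution. Detection: resorufin fluorescence, excitation 544 nm, emission 590 nm. Times: 16-min room-temperature incubation before reading.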
Diaphorase act: compounds boosting diaphorase resazurin reduction – biochemical, uHTS, resorufin fluorescence, counter-screen for diaphorase-coupled primary assays, primary screen | activation factor at 20 µM | Diaphorase/resazurin coupled assay, 16 min; stronger effect = higher value; 1 = vehicle wells, 0 = NADH-free wells | 190,000 tested, 0.005% active | AID 1229, 2008;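 active means diaphorase activity raised at least twofold by the compound at 20 µM; inactive means activation factor below 2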
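Assay system: Purified diaphorase enzyme from Clostridium kluyveri | Amount: Enzyme 0.07 U/mL final | Dosing: Compound 20 µM once, DMSO 1% | Timing: 16 min reaction at room temperature | Detection: Fluorescence, excitation 544 nm and emission 590 nm | Evaluation: Higher resorufin formation from activation or reduction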
TNAP inh hi DEA: human TNAP enzyme inhibitors, primary screen, biochemical, luminescent, high phosphate acceptor level, uHTS; inhibition, % at 20 µM; AID 1135, 2008; Alkaline phosphatase, tissue-nonspecific isozyme (Homo sapiens), P05186; 200,000 tested, 0.03% active; purified TNAP, CDP-star luminescence, 1 M DEA;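 active means over 50% inhibition of tissue-nonspecific alkaline phosphatase at 20 µM in the single-dose screen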;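 further: plate controls were DMSO wells for no effect and EDTA-quenched wells as full inhibition for full effect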
PMI act: activators of human PMI, primary screen, biochemical, fluorescence intensity, near-Km mannose 6-phosphate; purified human PMI, coupled resazurin fluorescence, 20 min; stronger effect = higher value; 1 = vehicle control, 0 substrate-free wells; 190,000 tested, 0.005% active; activation factor at 20 µM; Mannose-6-phosphate isomerase (Homo sapiens), P34949;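 active means activation factor of 2 or more at 20 µM, relative to plate controls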
The depositor's hits bear a star.

SMILES | HMGR II inh | FLuc act counter | PMI act satM6P | G6PDH CS | TNAP inh noacc | TNAP act hi DEA | Diaphorase inh | Diaphorase act | TNAP inh hi DEA | PMI act
CNC(=O)CN1C(=O)NC2(CCc3ccccc3C2)C1=O (stereo unspecified) | -4 | 1.1 | 1 | 5 | 4 | 1 | 3 | 1 | -3 | 1.1
CCCOc1ccc(NC(=O)C2CC(=O)N(C(C)C)C2)cc1 (stereo unspecified) | -2 | 1.1 | 1.1 | 10 | -2 | 1.1 | -4 | 1 | -8 | 1.2
CCOc1ccccc1N1CC(C(=O)Nc2ccc(C(=O)O)cc2)CC1=O (stereo unspecified) | -5 | 1 | 0.9 | 3 | -8 | 1 | 6 | 0.9 | -4 | 0.9
CCOC(=O)C1CN(S(=O)(=O)c2ccc(OC)cc2)c2cc(S(=O)(=O)CC)ccc2O1 (stereo unspecified) | 3 | 1 | 0.9 | -1 | -3 | 1 | 3 | 1 | 1 | 0.9
CC(C)N1C2OC(C3OC4C(O3)N(C(C)C)S(=O)(=O)N4C(C)C)OC2N(C(C)C)S1(=O)=O (stereo unspecified) | -3 | 1.1 | 1 | 7 | 2 | 1 | 7 | 0.9 | -3 | 1
CCCCc1c(O)nc2n(c1=O)CCS2 | -5 | 1 | 1 | -3 | -13 | 1 | -4 | 1 | -3 | 1
Fc1ccc(CNc2ccc(CNc3ncn[nH]3)cc2)cc1 | 1 | 1.1 | 0.8 | 4 | -42 | 1 | 18 | 0.8 | -5 | 0.9
O=C1CNC(=S)N1c1nc(-c2ccccc2)cs1 | -11 | 0.9 | 1 | 3 | -2 | 1.1 | 3 | 1 | -5 | 1
Cc1ccccc1N1CCN(C(=O)C2CCCCC2)CC1 | 3 | 1.1 | 1 | 8 | -7 | 1 | 9 | 0.9 | 0 | 1
Cc1c2c(nc3nc4ccccc4n13)CCCC2=O | -4 | 1 | 0.9 | 1 | -12 | 1.1 | 21 | 0.8 | -8 | 1
Cc1cccc(N=C2N=C(N)c3ccccc32)c1 | 1 | 1 | 1 | 0 | 2 | 1.1 | 9 | 0.9 | -6 | 1
Cn1cccc1-c1nc2ccccc2n1Cc1ccccc1 | -6 | 1.1 | 0.9 | 8 | -12 | 1.1 | 17 | 0.8 | -5 | 0.9
COc1cc(/C(C)=N/NC(=O)CSc2nncn2C)ccc1OCc1ccccc1Cl | -8 | 0.9 | 1 | -1 | -3 | 1 | 8 | 0.9 | -4 | 1
COc1ccc(C(=O)NNC2CC(=O)N(Cc3ccc(Cl)cc3)C2=O)cc1OC (stereo unspecified) | -2 | 1.1 | 1.1 | -10 | -3 | 1 | 0 | 1 | -2 | 1.1
OCCNCCCCOc1ccccc1F | 1 | 1 | 0.9 | -3 | -10 | 1 | 18 | 0.8 | -5 | 0.9
CC#C[C@]1(O)CC[C@H]2[C@@H]3CCC4=CC(=O)CCC4=C3[C@@H](c3ccc(N(C)C)cc3)C[C@@]21C | -4 | 1 | 0.8 | 11 | -7 | 1 | 23 | 0.8 | -3 | 0.9
O=C(CSc1nnc(-c2ccccc2)o1)NCC1CCCCC1 | -3 | 1 | 1.1 | 8 | 6 | 1 | -15 | 1.1 | -1 | 1.1
O=c1ccn(-c2cccc(C(F)(F)F)c2)nc1-c1ccn(-c2ccccc2F)n1 | -1 | 1 | 1 | 2 | -8 | 1 | 16 | 0.8 | -2 | 1
COc1cccc(C(=O)NNC(=O)c2ccccc2Br)c1 | -3 | 1 | 1 | 3 | -6 | 1 | 3 | 1 | 1 | 1
CCCCn1c(-c2ccc([N+](=O)[O-])cc2)n[nH]c1=S | -3 | 1 | 0.9 | -2 | 18 | 1 | 20 | 0.8 | -1 | 0.9
COc1ccc(-c2coc3cc(OC)cc(OC)c3c2=O)cc1 | -5 | 1 | 1 | 15 | -1 | 1.1 | 13 | 0.9 | -5 | 0.9
Cc1ccc(CSc2nnc(CNc3ccc(F)cc3)o2)cc1 | -4 | 1 | 0.9 | 7 | -4 | 1 | 12 | 0.9 | 1 | 1
CCOc1cc(/C=C2/C(=O)ON=C2C)ccc1OCc1ccccc1 | -4 | 1 | 1 | 9 | -3 | 1 | 10 | 0.9 | 1 | 1
Cc1cc(C)nc(N2CCC(C(=O)NCc3ccco3)CC2)n1 | -4 | 1.1 | 1 | 3 | -9 | 1.1 | 9 | 0.9 | -6 | 1
Cc1cc(C(=O)CSc2ccc(Cl)cc2)cc(C)c1OC(=S)N(C)C | -9 | 1 | 1 | 3 | -9 | 1 | 14 | 0.9 | 1 | 0.9
(cont.)
SMILES | HMGR II inh | FLuc act counter | PMI act satM6P | G6PDH CS | TNAP inh noacc | TNAP act hi DEA | Diaphorase inh | Diaphorase act | TNAP inh hi DEA | PMI act
CCC1(C)NC(=O)N(/N=C/c2cc(OC)c(O)c(OC)c2)C1=O (stereo unspecified) | -7 | 1 | 0.9 | 4 | -4 | 1 | 26 | 0.7 | -1 | 0.9
Cc1cccc2cc3c(N)c(C(=O)N4CCOCC4)sc3nc12 | -6 | 0.9 | 2.1* | 15 | -8 | 1 | 9 | 0.9 | 1 | 1.3
COc1ccc(OCC(=O)N2N=C(C(F)F)CC2(O)C(F)F)cc1 (stereo unspecified) | 1 | 1.1 | 1 | 9 | -2 | 1 | 5 | 1 | -3 | 1
C1CCN(c2nc(N3CCCC3)nc(N3CCNCC3)n2)C1 | -1 | 1 | 0.9 | 6 | 2 | 1 | 6 | 0.9 | 2 | 0.9
COc1ccc(-c2[nH]ncc2CN(C)Cc2cnccn2)c(OC)c1 | -3 | 1.1 | 1 | 2 | 7 | 1 | 6 | 0.9 | -2 | 1
CCOCC(=O)Nc1cc(Cl)c(OC)cc1OC | 1 | 1 | 0.9 | 7 | -11 | 1 | 10 | 0.9 | -5 | 1
Cc1ccccc1NC(=O)c1ccc2c(c1)OCCO2 | -4 | 0.8 | 0.9 | 2 | -10 | 1.1 | 16 | 0.8 | -6 | 0.9
Cc1ccccc1NC(=S)NNc1ncc(C(F)(F)F)cc1Cl | 0 | 1 | 1.2 | 0 | 9 | 0.9 | -10 | 1.1 | 10 | 1.2
c1ccc(Nc2nc(N3CCOCC3)nc(N3CCOCC3)n2)cc1 | -6 | 1 | 1.1 | -12 | -6 | 1 | -4 | 1 | 3 | 1
COc1ccc(S(=O)(=O)NC(CCSC)C(=O)NC2CCCCC2)cc1 (stereo unspecified) | 4 | 1.1 | 0.9 | 6 | -12 | 1 | 10 | 0.9 | 0 | 1
CCOC(=O)N1CCN(C(=O)CN(c2ccc3c(c2)OCO3)S(C)(=O)=O)CC1 | -3 | 1 | 1.1 | 15 | -2 | 1.1 | -13 | 1.1 | -9 | 1.1
CCCNC(=S)Nc1c(C)n(C)n(-c2ccccc2)c1=O | 0 | 1 | 1 | 4 | -5 | 1 | 1 | 1 | 1 | 0.9
CC(=O)Nc1ccc(NC(=O)c2ccc(NS(=O)(=O)c3cc(C(C)(C)C)ccc3C)cc2)cc1 | -2 | 1 | 1 | -1 | -5 | 1 | -7 | 1.1 | -3 | 0.9
CCC(C)(C(=O)NC1CCCCC1)N(CC1CCCO1)C(=O)CNC(=O)c1ccccc1 (stereo unspecified) | 2 | 1 | 0.9 | 2 | -7 | 1 | 11 | 0.9 | -2 | 0.9
C[C@H](NC(=O)NCc1cccs1)C(=O)O | -5 | 1.1 | 0.8 | -17 | -8 | 1 | 20 | 0.8 | -3 | 0.8
CCC/C(O)=C1\C(=O)CCCC1=NCCCCCC(=O)O | -3 | 1 | 1.5 | 2 | -7 | 1 | 6 | 0.9 | -1 | 1.2
CC(=O)Nc1cccc(-c2csc(NCc3ccccc3)n2)c1 | 2 | 1 | 1.1 | 6 | -9 | 1.1 | 18 | 0.8 | -6 | 0.9
CCC1SC2=NCCN2C1(O)c1ccc(Cl)cc1 (stereo unspecified) | -1 | 1.1 | 1.1 | -2 | -1 | 1 | 1 | 1 | -2 | 1
O=C1CC2c3ccccc3C1C1C(=O)N(Cc3ccccc3)C(=O)C21 (stereo unspecified) | -4 | 1 | 0.9 | 2 | -4 | 1 | -1 | 1 | -3 | 0.9
Cc1ccnc(NS(=O)(=O)c2ccc(NC(=O)c3ccc(S(=O)(=O)N4CC(C)OC(C)C4)cc3)cc2)n1 (stereo unspecified) | 3 | 1 | 1.1 | 7 | -5 | 1 | 0 | 1 | 0 | 1.1
C=CCn1c(-c2ccoc2C)n[nH]c1=S | -2 | 1 | 1.1 | 0 | -3 | 1 | 1 | 1 | -4 | 1

Structures above shown as hits in PMI act satM6P:
SMILES | HMGR II inh | PMI act satM6P | TNAP inh noacc | TNAP act hi DEA | TNAP inh hi DEA | PMI act
Cc1cccc2cc3c(N)c(C(=O)N4CCOCC4)sc3nc12 | -6 | 2.1* | -8 | 1 | 1 | 1.3

Complete entries, looked up by structure. Order of screens: HMGR II inh, FLuc act counter, PMI act satM6P, G6PDH CS, TNAP inh noacc, TNAP act hi DEA, Diaphorase inh, Diaphorase act, TNAP inh hi DEA, PMI act
`CCC(C)(C(=O)NC1CCCCC1)N(CC1CCCO1)C(=O)CNC(=O)c1ccccc1` (stereo unspecified) as listed: 2, 1, 0.9, 2, -7, 1, 11, 0.9, -2, 0.9
`Cc1ccccc1NC(=S)NNc1ncc(C(F)(F)F)cc1Cl` as listed: 0, 1, 1.2, 0, 9, 0.9, -10, 1.1, 10, 1.2
`CC(=O)Nc1cccc(-c2csc(NCc3ccccc3)n2)c1` as listed: 2, 1, 1.1, 6, -9, 1.1, 18, 0.8, -6, 0.9

High-throughput results deposited in PubChem by several laboratories.
